# Screening data: PubChem, Southern Research Specialized Biocontainment Screening Center
# H1N1 NS1A inhibition: NS1A inhibition, H1N1 influenza, cell based functional assay (AID 504329); NS1A functional cell-based assay, percent inhibition; higher % means a stronger effect; inhibition, % at 12.5 µM; hits with a dose series show IC50 in µM; actives 0.3% (n = 340,000); in the data active = a potency from the dose series; inconclusive = inhibition above about 27% without an active follow-up result; note: strong numbers were not always called active
# M. tuberculosis HTS: M. tuberculosis growth inhibition, HTS (AID 449762). M. tuberculosis H37Rv growth inhibition, 7H9 media; higher % means a stronger effect. inhibition, % at 25 µM, or IC50 in µM where a hit was titrated. actives 0.59% (n = 330,000); in the data active = a potency from the dose series; inconclusive = inhibition above about 70% without an active follow-up result;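 note: bacterial growth assessed after seven days of incubation; strong numbers were not always called active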
# M. tuberculosis: growth inhibition of non-replicating M. tuberculosis (AID 488890) | Mycobacterium tuberculosis non-replicating, growth inhibition; higher % means a stronger effect | inhibition, % at 25 µM; hits with a dose series show IC50 in µM | actives 0.39% (n = 320,000); in the data active = a potency from the dose series; inconclusive = inhibition mostly from about 82% at the one dose, without a potency; inactive = the rest, 99 in 100 with inhibition below about 76%;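 note: plate controls were DMSO cells for no effect and high antibiotic wells for full effect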
# VEEV TC-83 Vero: inhibitors of VEEV TC-83 cytopathic effect, confirmation, Vero cells (AID 588727); actives 0.13% (n = 350,000); Vero cells, VEEV TC-83 cytopathic effect inhibition; higher % means a stronger effect; inhibition, % at 20 µM, or IC50 in µM where a hit was titrated; in the data active = a potency from the dose series; inconclusive = inhibition mostly from about 14% at the one dose, without a potency; inactive = the rest, 99 in 100 with inhibition below about 12%; note: strong numbers were not always called active
# Salmonella PhoP GFP: Inhibition of PhoP regulon, Salmonella typhi GFP reporter cells, confirmation, 4 h (AID 1850). Salmonella Typhi PhoP-promoter GFP reporter, fluorescence, 4 h; higher % means a stronger effect. one-dose inhibition, % at 50 µM; IC50 in µM for titrated hits. actives 0.33% (n = 310,000); in the data active = a potency from the dose series; inconclusive = inhibition mostly from about 25% at the one dose, without a potency; inactive = the rest, 99 in 100 with inhibition below about 19%;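 note: 0% = induced wells with vehicle and 100% = uninduced wells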
# VEEV TC-83 Vero 10K pilot screen: recorded beside VEEV TC-83 Vero, whose call it bears; inhibition, %; measured here: 10K pilot screen inhibition
# Starred values were filed as active, the others as inactive; i = inactive; ? = inconclusive; . = no result given.
SMILES,H1N1 NS1A inhibition,M. tuberculosis HTS,M. tuberculosis,VEEV TC-83 Vero,Salmonella PhoP GFP,others
O=c1[nH]nc(-c2ccc(F)cc2)cc1Cc1ccccc1,-2%,-12%,12%,6.1%,12%,
O=c1c2c(-c3ccccc3)csc2nc2n1CCC2,6%,-3%,-6%,8.0%,9%,
CCOC(=O)c1ccc(CNC(=O)Cn2nnc(-c3cccc(C)c3)n2)o1,-1%,4%,5%,i,4%,
COc1ccccc1C(=O)Nc1cc2cc(Br)ccc2oc1=O,13%,-7%,-4%,6.0%,-7%,
COc1c2c(cc3oc(CO[C@@H]4O[C@H](CO)[C@@H](O)[C@H](O)[C@H]4O)cc(=O)c13)O[C@H](C(C)(C)O)C2,3%,-7%,2%,1.0%,.,
Cc1ccc(NC(=O)C2C3C=CC4(O3)C2C(=O)N(CCCN2CCCCC2)C4C(=O)NC2CCCCC2)cc1C (stereo not given),1%,-1%,4%,1.1%,4%,
COc1ccc(C=O)cc1OC(=O)C1(C)Cc2ccccc2C(=O)O1 (stereo not given),-9%,9%,-2%,0.2%,-18%,
CCN1CCN(CCCNC(=O)Cn2cc3c(n2)CCCC3)CC1,-9%,-4%,9%,1.5%,-10%,
O=C(Nc1nc2c(s1)C(=O)CCC2)c1ccccc1,-15%,2%,-3%,8.3%,-10%,
CCC(CO)NC(=O)c1ccccc1C(F)(F)F (stereo not given),-13%,0%,2%,1.1%,2%,
O=C1C2C3C=CC(C4CC34)C2C(=O)N1/N=C/c1ccc(-c2cccc([N+](=O)[O-])c2)o1 (stereo not given),10%,-1%,30%,9.1%,-9%,
CC1=C(C)SC(=C(C#N)c2nnc(N3CCOCC3)n2-c2ccccc2)S1,.,8%,50%,.,-12%,
Cc1ccc(NC(=O)C2CC(=O)n3ncnc3N2)cc1C (stereo not given),0%,-11%,3%,i,9%,
COc1ccc(-c2oc(=O)c3cc(OC)c(OC)cc3c2C#CCCCO)cc1,6%,5%,17%,1.1%,.,
COCCn1c(SCC(=O)N2CCCCCC2)nc2c([nH]c3ccccc32)c1=O,-13%,-2%,-16%,7.7%,-5%,
NS(=O)(=O)c1ccc(NC(=O)CSc2cn[nH]n2)cc1,7%,3%,-16%,2.1%,7%,
Cc1ccc(OCCNC(=O)c2ccccc2OCc2c(C)noc2C)cc1,-11%,-2%,41%,7.7%,.,
CCc1cc(=O)oc2cc(OCC(=O)NCCCN3CCOCC3)c(Cl)cc12,0%,-2%,4%,1.5%,5%,
CCCC(C(=O)NC(C)(C)C)N(CC1CCCO1)C(=O)CNS(=O)(=O)c1ccc(F)cc1 (stereo not given),6%,0%,10%,1.5%,3%,
COCCOC(=O)C1=C(C)NC2=C(C(=O)CCC2)C1c1ccc2c(c1)OCO2 (stereo not given),3%,2%,4%,0.4%,-6%,
COc1ccc(C(=O)N2CCN(CCNC(=O)C(=O)Nc3ccc(F)cc3)CC2)cc1,6%,-4%,-13%,0.1%,3%,
CC(SCc1ccccc1)C(=O)Nc1ccccc1 (stereo not given),-2%,-5%,?,i,0%,
O=C(Nc1cccc(-c2nc3ncccc3o2)c1)c1ccccc1,-3%,49%,4%,11%,8%,
C/C(=N/NC(=O)c1ccc2c(c1)OCCO2)c1ccc([N+](=O)[O-])cc1,1%,8%,6%,i,5%,
CC(=O)Nc1ccc(S(=O)(=O)N(C)CC(=O)OC(C)C(=O)NC2CCCCC2)cc1 (stereo not given),-4%,-8%,-9%,2.0%,8%,
CCOC(=O)C1=C2c3cc(OC)c(OC)cc3CC(C)(C)N2C(=O)C1=O,-1%,4%,-12%,0.3%,-2%,
COCC(C)n1c(SCC(=O)NC(=O)NC2CCCC2)nc2ccccc2c1=O (stereo not given),-13%,8%,4%,6.2%,.,
CCCS(=O)(=O)N1CCN(C(=O)COc2ccc(OC)cc2)CC1,-4%,-9%,-17%,2.2%,-1%,
CN(CCOc1ccc(Cl)cc1)C(=O)c1cc(S(=O)(=O)N2CCOCC2)ccc1N1CCCC1,-10%,0%,32%,8.3%,.,
COCCCNCCOCCOc1ccc(Cl)cc1C(C)(C)C,0%,-4%,62%,i,3%,
C/C(=N\O)c1ccc2c(c1)OCCO2,-9%,0%,6%,i,8%,
O=C1c2ccccc2C(=O)N1c1ccc(Cl)cn1,-5%,-8%,7%,2.5%,-10%,
N#Cc1ccc(CN2CCN(C(=O)c3ccc(S(=O)(=O)NCc4ccco4)cc3)CC2)cc1,-11%,1%,13%,i,.,
CC(=O)NC1C(=O)N=C(SCC(=O)Nc2ccc(C(F)(F)F)cc2Cl)NC1=O (stereo not given),-12%,-2%,11%,i,-1%,
CN(Cc1ccccc1)c1nc(N)nc(Cl)c1C=O,5%,3%,-2%,i,-6%,
Cc1cccc(NC(=O)CN(C)C(=O)C2CC2)c1C,-1%,3%,-9%,0.0%,.,
CC(C)c1ccccc1NS(=O)(=O)N(C)C,6%,26%,16%,0.1%,1%,
Cc1cc(=O)oc(C)c1C(=O)OCC(=O)c1ccc(Cl)c(Cl)c1,5%,-3%,-1%,0.5%,0%,
CC1CCC2(CC1)NC(=O)N(CC(=O)Nc1cccc(C#N)c1)C2=O (stereo not given),-4%,-3%,-4%,2.4%,.,
COCCN(C(=O)CCC(=O)Nc1cc(C)on1)C(C(=O)NC(C)(C)C)c1ccc(OC)cc1 (stereo not given),8%,12%,-10%,i,-5%,
COc1ccc(OCc2n[nH]c(=S)n2-c2ccc(C)cc2)cc1,-8%,3%,-10%,1.3%,-7%,
O=C(O)C1CCCCC1C(=O)NCCCN1CCCC1=O (stereo not given),21%,-4%,-25%,i,15%,
COc1ccc(NC2CCCN(C(=O)c3ccc(C)nc3)C2)cc1 (stereo not given),-3%,0%,-5%,1.1%,-6%,
Cc1ccc(S(=O)(=O)N2CCCCC2)cc1C(=O)NCc1ccncc1,-7%,-3%,-2%,0.7%,1%,
CC1(C)S[C@@H]2[C@H](NC(=O)[C@H](N)c3ccccc3)C(=O)N2[C@H]1C(=O)OC1OC(=O)c2ccccc21 (stereo not given in full),3%,19%,-33%,0.3%,-15%,
CCOc1cc(C(=O)N/N=C(\C)Cc2ccc(OC)cc2)cc(OCC)c1OCC,0%,-7%,-6%,2.6%,0%,
C/C=C1\CN2[C@H]3C[C@@]45c6ccccc6N(C)[C@H]4[C@@H]2CC1C3[C@H]5O (stereo not given in full),2%,-2%,8%,0.1%,8%,
CCNC(=O)/C(C#N)=C/c1c(N2CCN(C)CC2)nc2c(C)cccn2c1=O,-10%,-7%,-16%,1.3%,-5%,
CC(=O)c1c(C)[nH]c(C(=O)OCC(=O)NCCc2ccc(Cl)cc2)c1C,4%,5%,0%,9.3%,-2%,
COc1cc(/C=C2\SC(=S)N(CC(=O)Nc3cccnc3)C2=O)cc(OC)c1OC,-6%,8%,-5%,1.3%,3%,
Cc1c(NC(=O)COC(=O)C(c2ccc(Cl)cc2)C(C)C)c(=O)n(-c2ccccc2)n1C (stereo not given),5%,-3%,4%,i,-3%,
O=C(NC(=S)NCc1cccnc1)c1ccccc1F,-85%,0%,-11%,2.1%,9%,
COc1ccc(CCNC(=O)CSc2ccc(-c3ccccc3)nn2)cc1OC,5%,-4%,3%,0.5%,-2%,
CCN1C(=O)N[C@@H](c2cccc(C(F)(F)F)c2)[C@H](C(=O)OC)[C@H]1C,-3%,-6%,4%,0.1%,6%,
O=C(Nc1cccc(O)c1)c1ccc(S(=O)(=O)N2CCCCCC2)cc1,2%,.,.,7.9%,.,
CCc1ccc(C(C(=O)NCc2ccc(F)cc2)N(C(=O)c2csnn2)C2CC2)cc1 (stereo not given),7%,0%,12%,0.2%,2%,
O=C(NCc1ccncc1)c1cccc(S(=O)(=O)NCc2ccccc2)c1,-8%,-13%,-11%,1.2%,-8%,
CCOc1ccc(C2C(C(=O)c3ccc(C)o3)=C(O)C(=O)N2CCN2CCOCC2)cc1OC (stereo not given),-4%,3%,-1%,0.2%,-4%,
COc1ccc(OC)c(S(=O)(=O)N2CCC(C(=O)NCCc3ccc(OC)c(OC)c3)CC2)c1,0%,0%,0%,0.8%,23%,
CCc1ccc(CNCCc2c[nH]c3ccccc23)cc1,10%,40%,48%,i,9%,

# (next part)
SMILES,H1N1 NS1A inhibition,M. tuberculosis HTS,M. tuberculosis,VEEV TC-83 Vero,Salmonella PhoP GFP,others
O=C1CC(/C=C/c2ccco2)=Nc2ccccc2N1,-7%,-1%,17%,3.0%,-10%,VEEV TC-83 Vero 10K pilot screen=6.4
O=C(/C=C/c1ccc(Cl)cc1)NCCCn1ccnc1,-6%,-3%,0%,1.7%,35%,
C[C@H](CO)N1C[C@H](C)[C@@H](CN(C)S(=O)(=O)c2cn(C)cn2)Oc2ccc(NC(=O)C3CC3)cc2C1=O,6%,0%,-7%,0.3%,.,VEEV TC-83 Vero 10K pilot screen=0.9
COCCCNC(=O)C1CC(=O)N(CCc2ccc(OC)c(OC)c2)C1 (stereo not given),8%,-8%,-14%,i,-7%,
O=C(CN1CCc2ccccc2C1)N1CCN(S(=O)(=O)c2ccccc2)CC1,1%,-5%,18%,2.7%,0%,
CC(C)(C)c1ccc(S(=O)(=O)N2CCc3nc4ccccc4c(C(=O)O)c3C2)cc1,23%,2%,6%,2.0%,8%,
Cc1cc(NS(=O)(=O)c2ccc(NC(=O)COc3ccccc3C(C)C)cc2)no1,11%,5%,.,0.6%,-12%,
COc1cccc(-n2c(N)cc(=O)nc2SCC(=O)Nc2cc(C)on2)c1,-1%,-11%,0%,2.2%,-3%,
Cc1ccc(OCc2cc(C(=O)NCc3cn4ccccc4n3)no2)cc1C,3%,5%,14%,7.1%,6%,
COc1ccc(N2C(=O)C(Cc3ccccc3)NC2=S)cc1 (stereo not given),-5%,5%,22%,0.7%,6%,
CCC(=NCCc1ccc(OC)c(OC)c1)c1ccccc1O,-2%,4%,8%,0.2%,6%,
NC(=O)[C@H]1CC2(CC(c3cccc(NC(=O)[C@H]4CCC(=O)N4)c3)=NO2)CN1C(=O)c1ccccc1 (stereo not given in full),-12%,62%,7%,0.1%,-9%,
C[C@H](NC(=O)c1nc[nH]c1C(=O)N[C@@H](C)C(=O)OCc1ccccc1)C(=O)OCc1ccccc1,12%,-1%,77%,0.9%,-10%,VEEV TC-83 Vero 10K pilot screen=0.2
CCOC(=O)C(=CNc1nc2ccc(C(=O)OCC)cc2s1)C(=O)OCC,.,0%,9%,4.7%,14%,
O=c1cc(COc2ccccc2[N+](=O)[O-])nc2sccn12,.,-7%,0%,.,-7%,
CCOC(=O)c1c(CSCc2ccccc2)oc2ccc(O)c(CN(C)C)c12,13%,12%,69%,i,4%,
O=S(=O)(c1ccccc1)c1nc(-c2ccco2)oc1NCc1cccnc1,-17%,-2%,13%,7.0%,7%,
O=c1ccc(Oc2nc(N3CCOCC3)nc(N3CCOCC3)n2)nn1-c1ccccc1,-9%,-4%,14%,1.2%,-6%,
Cc1ccc(NC(=O)CN2CCC(NC(=O)Cc3ccccc3)CC2)c(C)c1,4%,1%,-4%,1.0%,-3%,
O=C(c1ccc(F)cc1)C1CCN(Cc2cn[nH]c2-c2ccc(F)cc2)CC1,9%,4%,2%,3.6%,-3%,
Cc1ccc(CN2CCN(Cc3ccc(C)s3)CC2CCO)cc1 (stereo not given),8%,-7%,6%,0.3%,5%,VEEV TC-83 Vero 10K pilot screen=0.3
NC(=O)Cn1cc(C(=O)COc2ccccc2)c2ccccc21,.,0%,-2%,.,3%,
COc1ccc(Oc2cccc(Cl)c2CNC(=O)CCC(=O)O)cc1,-21%,-3%,27%,1.2%,2%,
O=C1CC2CS(=O)(=O)CC2N1c1ccc(Oc2ccccc2)cc1 (stereo not given),5%,-8%,3%,i,-2%,
O=S(=O)(NCC1CCCO1)c1ccccc1F (stereo not given),-7%,-1%,-7%,0.0%,2%,

# Sorted by length of the SMILES (largest number first): five of the compounds above.
SMILES,H1N1 NS1A inhibition,M. tuberculosis HTS,M. tuberculosis,VEEV TC-83 Vero,Salmonella PhoP GFP,others
COc1c2c(cc3oc(CO[C@@H]4O[C@H](CO)[C@@H](O)[C@H](O)[C@H]4O)cc(=O)c13)O[C@H](C(C)(C)O)C2,3%,-7%,2%,1.0%,.,
N#Cc1ccc(CN2CCN(C(=O)c3ccc(S(=O)(=O)NCc4ccco4)cc3)CC2)cc1,-11%,1%,13%,i,.,
CC(=O)c1c(C)[nH]c(C(=O)OCC(=O)NCCc2ccc(Cl)cc2)c1C,4%,5%,0%,9.3%,-2%,
CC1CCC2(CC1)NC(=O)N(CC(=O)Nc1cccc(C#N)c1)C2=O (stereo not given),-4%,-3%,-4%,2.4%,.,
COc1ccc(CCNC(=O)CSc2ccc(-c3ccccc3)nn2)cc1OC,5%,-4%,3%,0.5%,-2%,
